Screens from PubChem.
Hsp90 Hop PPI: changes Hsp90-Hop TPR2A binding signal, up or down; AlphaScreen TPR2A-His6 binding biotin-Hsp90 C-terminal peptide; Potency, µM (titrated, usually from 57 µM), inactives show top-dose activity change, negative = inhibition; 0.44% of 71,000 active; AID 595; active = well fitted curve in either direction with a large enough effect; inconclusive = small, poorly fitted or top-dose-only effect, or another doubt; also: potency is read from the fitted curve at half-maximal effect; % is scaled to controls: 0 for no effect and ±100 for the full control effect; many of its hits are not listed in these tables
Luciferase inh: inhibitors of firefly luciferase. 2.2% of 72,000 active. P08659. Potency, µM (titrated, usually from 57.1 µM), inactives show at the highest dose activity change, negative = inhibition, most hits filed as inhibitors. purified firefly luciferase, luminescence, 8 min. AID 411; also: potency is read from the fitted curve at half-maximal effect; % is scaled to controls: 0 for no effect and ±100 for the full control effect; nearly all actives have a fitted effect of over 40% in size
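Inhibition of light generation by firefly luciferase from ATP and luciferin was profiled with concentration-response curves per sample, ATP held at 10 uM within the enzyme's linear range. Plates were read by luminescence after an 8-minute ambient incubation.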
HADH2 inhib: blocks human hydroxyacyl-CoA dehydrogenase type II. recombinant HADH2, NADH fluorescence, beta-hydroxybutyryl-CoA. Potency, µM (titrated, usually from 57.1 µM), for inactives: at the highest dose activity change, negative = inhibition, hits mostly inhibitors. 3.4% of 73,000 active. AID 886; also: potency is read from the fitted curve at half-maximal effect; % is scaled to controls: 0 for no effect and ±100 for the full control effect; nearly all actives have a fitted effect of over 60% in size; many of its hits are not listed in these tables
Target sequence (Q99714 whole entry, looked up, one chain of several): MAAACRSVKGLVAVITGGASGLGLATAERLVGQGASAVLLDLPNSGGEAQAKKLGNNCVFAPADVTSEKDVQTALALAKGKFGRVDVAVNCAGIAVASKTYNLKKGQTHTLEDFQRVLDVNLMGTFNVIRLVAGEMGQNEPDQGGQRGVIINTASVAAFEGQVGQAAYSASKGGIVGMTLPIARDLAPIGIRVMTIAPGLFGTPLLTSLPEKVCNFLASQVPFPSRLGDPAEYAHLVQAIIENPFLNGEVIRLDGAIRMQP
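His-tagged recombinant enzyme from E. coli, 20 nM, preincubated 15 min RT with compound; reaction started with 1 mM NAD+ and 90 uM beta-hydroxybutyryl-CoA in 100 mM Tris-HCl pH 9.0. NADH fluorescence (ex 360/em 450) read over 4 min; last-minus-first difference.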
CRE-bla Fsk: modulators of forskolin-stimulated CRE signaling in CHO cells; CHO CRE-bla reporter (cAMP response element driving beta-lactamase), forskolin EC10, beta-lactamase ratio; Potency, µM (titrated, usually from 38.2 µM), without a hit: at the highest dose activity change, negative = inhibition, hits mostly activators; 2.5% of 71,000 active; AID 662; active = well fitted activation curve with a large enough effect in the signal ratio, with a control signal flat, not every such curve was filed as active; inconclusive = small, poorly fitted or top-dose-only effect, or effect the other way, or a change in a side signal; the % refers to the signal ratio; also: potency is read from the fitted curve at half-maximal effect; % of control where 0% means no effect
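Modulation of forskolin-driven signalling is measured in CHO cells carrying a CRE-controlled beta-lactamase reporter. Cells are stimulated with EC10 NKH 477 in the presence of titrated compound for 3 h at 37 °C, then loaded with CCF4 for 2 h at room temperature.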
Tau fil binding: tau filament binding; P10636; 2% of 71,000 active; Potency, µM (highest dose often 57.1 µM), for the others: top-dose activity change, negative = inhibition; recombinant tau filaments, thioflavin S fluorescence, 15 h; filaments grown with octadecylsulfate alongside compound;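 also: potency is read from the fitted curve at half-maximal effect; % is scaled to controls: 0 for no effect and ±100 for the full control effect; actives lower thioflavin S fluorescence by blocking filaments or displacing dye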
Target sequence (P10636 whole entry, looked up): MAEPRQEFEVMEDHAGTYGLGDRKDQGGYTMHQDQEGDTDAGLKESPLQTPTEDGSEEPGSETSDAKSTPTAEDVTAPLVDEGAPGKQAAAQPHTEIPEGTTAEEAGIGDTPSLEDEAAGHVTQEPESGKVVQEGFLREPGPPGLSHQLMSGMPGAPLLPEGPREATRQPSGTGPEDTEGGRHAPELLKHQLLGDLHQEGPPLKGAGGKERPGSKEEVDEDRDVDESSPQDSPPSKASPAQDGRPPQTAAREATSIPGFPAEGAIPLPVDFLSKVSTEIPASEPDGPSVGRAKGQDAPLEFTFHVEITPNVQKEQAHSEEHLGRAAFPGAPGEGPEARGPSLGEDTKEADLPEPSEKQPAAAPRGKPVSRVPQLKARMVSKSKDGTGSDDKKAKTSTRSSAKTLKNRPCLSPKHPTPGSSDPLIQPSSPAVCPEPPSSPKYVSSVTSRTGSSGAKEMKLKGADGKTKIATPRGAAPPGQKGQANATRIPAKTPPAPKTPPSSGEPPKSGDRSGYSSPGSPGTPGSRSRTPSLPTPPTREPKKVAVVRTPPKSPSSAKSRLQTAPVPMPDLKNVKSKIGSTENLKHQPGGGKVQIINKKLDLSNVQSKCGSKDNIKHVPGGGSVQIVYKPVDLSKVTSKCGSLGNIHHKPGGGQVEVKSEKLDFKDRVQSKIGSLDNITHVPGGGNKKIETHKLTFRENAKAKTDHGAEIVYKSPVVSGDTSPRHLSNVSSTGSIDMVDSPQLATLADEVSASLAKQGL
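Recombinant tau protein (human, 1 uM final) plus 30 uM ODS in HEPES pH 7.4 with NaCl, DTT and thioflavine S. Compound present from the start; fluorescence at 510 nm after 15 h, 37 C.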
Texas Red fluor: Texas Red region autofluorescence; Compound fluorescence, Texas Red channel, 547/618 nm; active compounds read high; max dye-equivalent concentration, M; 0.06% of 59,000 active; in the data active = max dye-equivalent concentration above about 10 nM; inconclusive = between about 1.1 nM and that limit
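Pin-transferred compounds and Texas Red standards go into 100 mM Tris buffer, pH 8.0. After 15 min at room temperature, plates are imaged with 547/618 nm filters. Each value is a dye-equivalent concentration derived from the per-plate dye curve.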
Rhodamine autofl: rhodamine region autofluorescence. max dye-equivalent concentration, M. 0.05% of 59,000 active. Rhodamine-region fluorescence, 547/598 nm, Tris buffer; active compounds read high; in the data active = max dye-equivalent concentration above about 11 nM; inconclusive = between about 1.1 nM and that limit
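Intensities are converted to rhodamine-equivalent concentration using a six-point rhodamine standard on each plate. Compounds sit 15 min at room temperature in 100 mM Tris buffer, pH 8.0; read uses the 547/598 nm excitation/emission pair.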
Pol III holo inh: inhibitors of bacterial DNA polymerase III holoenzyme; reconstituted DNA polymerase III holoenzyme replication, biochemical; Potency, µM (titrated, usually from 57.1 µM), for inactives: at the top dose activity change, negative = inhibition; 0.25% of 71,000 active; also: potency is read from the fitted curve at half-maximal effect; % is scaled to controls: 0 for no effect and ±100 for the full control effect
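Reconstituted *E. coli* holoenzyme (0.35 nM Pol III, 1 nM beta, 154 nM SSB, 2 nM primase) was preincubated with compound for 15 min at RT. Synthesis on 1.4 nM ssM13Gori ran 35 min, then was stopped with PicoGreen/EDTA and read as dsDNA fluorescence.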
ERK AVP block: inhibitors of vasopressin-stimulated ERK signaling pathway. 0.99% of 72,000 active. Potency, µM (titrated, usually from 57.5 µM), for the others: at the highest dose activity, negative = inhibition, most hits filed as inhibitors. HEK293-V1b, vasopressin-stimulated pERK AlphaScreen. AID 995; also: potency is read from the fitted curve at half-maximal effect; % is scaled to controls: 0 for no effect and ±100 for the full control effect; nearly all actives have a fitted effect of over 55% in size
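Overnight-seeded V1b-HEK293 cells in 1% FBS got compound, then vasopressin (25 nM final, 5 min, 37C), then lysis buffer. AlphaScreen detection of phospho-ERK; activity normalized to basal and full-stimulation controls.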
HBB splicing: modulators of hemoglobin beta chain splicing. HBB splicing reporter cell assay, activation; EGFP reporter with mutant IVS2-654 intron; response scale: normalised to 500 nM splice-correcting PNA. Potency, µM (top dose mostly 46.1 µM), for inactives: top-dose activation, usual class: activators. 0.06% of 65,000 active; also: potency is read from the fitted curve at half-maximal effect; 0% is about no effect
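Compounds were applied for 2 days to HeLa EGFP-654 cells, 500/well in Optimem with 2% FCS. The reporter's EGFP is disrupted by mis-splicing of beta-globin intron IVS2-654. Readout: summed well GFP fluorescence from 488 nm laser scanning; reference was 500 nM antisense […] 654 PNA.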
ALOX15 inhib: blocks human 15-lipoxygenase activity; P16050; purified 15hLO-1, xylenol orange hydroperoxide absorbance; Potency, µM (highest dose often 57.1 µM), for inactives: top-dose activity change, negative = inhibition, usual class: inhibitors; 1.4% of 74,000 active; AID 887; also: potency is read from the fitted curve at half-maximal effect; % is scaled to controls: 0 for no effect and ±100 for the full control effect; nearly all actives have a fitted effect of over 55% in size
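40 nM 15hLO-1 + cpd, 15 min RT; start w/ 50 uM AA (final), 6 min RT; stop/detect w/ 200 uM XO + 300 uM Fe(II) in 50 mM H2SO4, 30 min; A573/A405. Buffer 25 mM Hepes pH 7.5, 0.01% Triton X-100. No-enzyme wells as negative control.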
* hit, by the source's call; i = inactive; u = inconclusive; x = not tested or not shown; & = joins results of further samples; [ ] = remark or other dose. Unless noted, calls follow the shape of the dose curve; as a rule, active = well fitted curve in the direction sought with a large enough effect; inconclusive = small, poorly fitted or top-dose-only effect, or another doubt; inactive = no such curve, though single readings can be large; an effect the other way counts as inactive or inconclusive.

SMILES	Hsp90 Hop PPI	Luciferase inh	HADH2 inhib	CRE-bla Fsk	Tau fil binding	Texas Red fluor	Rhodamine autofl	Pol III holo inh	ERK AVP block	HBB splicing	ALOX15 inhib
CCCCn1c(SCC(=O)Nc2cccc(C)n2)nnc1-c1ccco1	-4%	-2%	15%	19%	14%	i	i	-1%	-3%	x	-30%
Cc1sc2c(=O)n3c(nc2c1C(=O)NCCCN1CCOCC1)CCCCC3	-9%	1%	10%	u	-1%	i	i	-12%	u	1.4%[0.369 µM]	-2%
CCn1c(SC)nnc1-c1nnc(SC)n1CC	-2%	-4%	-2%	17%	4%	i	i	1%	-8%	0.3%	-1%
COc1cccc(-c2cc(C(=O)Nc3cc(C)n(Cc4ccc(Cl)cc4)n3)no2)c1	-1%	-9%	28%	-2%	83%	u	i	2%	1%	12%	-25%
Cc1ccc(-c2csc3ncn(-n4c(C)ccc4C)c(=O)c23)o1	0%	-1%	-5%	u	-13%	i	i	7%	-11%	0.5%	-11%
O=C1CC(N2CCN(Cc3ccccc3)CC2)C(=O)N1c1ccccc1 (stereo not given)	-1%	2%	-1%	-2%	1%	x	x	-4%	-5%	-1.2%[9.22 µM]	7%
CNc1ccnc(-c2ccccc2C)n1	3%	-1%[2.29 µM]	-1%	8%	-7%	i	i	-7%	5%	1.1%	-20%
COc1cc(NC(=O)CN2C(=O)NC(C)(CCC(C)C)C2=O)cc(OC)c1 (stereo not given)	-3%	-1%	-4%	5%	-10%	u	i	-7%	5%	4.9%	-2%
CCN(CC)c1ccc2cc(-c3nc4ccccc4[nH]3)c(=O)oc2c1	u	0.04µM*	6%[11.4 µM]	u	x	x	x	414%[11.4 µM]	26%	0.79µM*	-2%[11.4 µM]
O=C(CCCOc1ccccc1)Nc1ccc(S(=O)(=O)N2CCOCC2)cc1	3%	3%	25%	-8%	-3%	i	i	0%	-29%	x	-8%
C[C@]1(c2ccccc2)O[C@@H]2C[C@@H]3[C@@H]4CCC5=CC(=O)C=C[C@@]5(C)[C@]4(F)[C@H](O)C[C@]3(C)[C@@]2(C(=O)CO)O1	-4%[11 µM]	2%[11.4 µM]	9%[11.4 µM]	2%[7.6 µM]	1%[11.4 µM]	i	i	-16%[11.4 µM]	-12%[11.5 µM]	-2.7%[9.22 µM]	17%[11.4 µM]
Cc1nc2ncnn2c(C)c1CCC(=O)N1CCN(C(=O)c2ccco2)CC1	1%	1%	-5%	-12%	-12%	i	i	0%	-5%	0.7%	-2%
CC(C)CN1CC[C@@]2(CCCN(S(=O)(=O)c3ccccc3)C2)C1	-6%	0%[11.4 µM]	4%	-9%	1%	i	i	0%	0%	1.3%	-10%
COc1ccc(Cl)cc1NC(=O)CC(C)=O	1%	-1%	2%	0%	27%	x	x	-6%	-13%	-0.5%[9.22 µM]	2%
COC(=O)Nc1ccc(S(=O)(=O)N(C)C)cc1	-2%	1%	6%	-7%	2%	i	i	1%	13%	-1.2%	3%
Cc1ccccc1NS(=O)(=O)c1ccc(NC(=O)c2ccco2)cc1	-5%	1%	-1%	u	6%	i	i	1%	u	x	-6%
COC(=O)C(CCSC)NC(=O)Cn1ncc2c(=O)oc3ccc(C)cc3c21 (stereo not given)	-1%	0%	-1%	0%	13%	x	x	-3%	-10%	-0.2%	5%
COC(=O)N1[C@H](Cc2ccccc2)C=C[C@]1(C)C(=O)NCc1ccccn1	-14%	x	12%	-3%	-1%	x	x	5%	8%	-1.5%	u
Cc1ccccc1-c1nccc(Nc2ccc(F)cc2)n1	4%	1%[2.29 µM]	9%	6%	-7%	i	i	-11%	-5%	-0.4%	-6%
CN1CCN(CCCNC(=O)c2cn(C)c3ccc(S(=O)(=O)N(C)C)cc3c2=O)CC1	-6%	2%	-13%	-3%	-9%	x	x	-3%	u	0.1%	-13%
CCCCCNC(=O)CCCCn1c(=O)[nH]c2cc(OCC)c(OCC)cc2c1=O	1%	3%	7%	u	2%	i	i	1%	5%	-0.9%	9%
C=C(C)CSc1nc(N)c2c(C)c(C)sc2n1	0%	-36%	1%	7%	155%	i	i	-6%	11%	-0.7%	-5%
O=C(CCC1COc2ccccc2O1)Nc1cccnc1 (stereo not given)	5%	2%	12%	u	-2%	i	i	-6%	-11%	-0.7%	1%
CCS(=O)(=O)N1CCCC(C(=O)NCc2ccc(C)cc2)C1 (stereo not given)	4%	0%	5%	5%	10%	i	i	-4%	6%	-0.4%	0%
Cc1nnc(NC(=O)C2COc3ccccc3O2)s1 (stereo not given)	-2%	-1%	-18%	2%	5%	i	i	3%	-6%	-2.3%	5%
C1CCN2C[C@@H]3C[C@@H](CN4CCCC[C@H]34)[C@H]2C1	-7%	2%[11.4 µM]	-4%	-7%	u	i	i	-5%	4%[25.7 µM]	2.4%[20.6 µM]	9%[25.6 µM]
O=C1CC(N2CCSCC2)C(=O)N1CCc1ccccc1 (stereo not given)	-4%	1%	-1%	-6%	1%	i	i	5%	-14%	-0.4%	1%
Cc1cc(C)cc(N(CC(=O)Nc2cccc(C)n2)S(=O)(=O)c2c(C)noc2C)c1	3%	-4%	-2%	-11%	-13%	x	x	-4%	-5%	-0.2%	-14%
COCCN(C(C)=O)c1nnc(-c2cnccn2)s1	-3%	2%	-16%	1%	-16%	i	i	-5%	-4%	x	9%
CCCN(CCC)CCCNC(=O)c1cn(CCOC)c(=O)c2c1c1ccccc1n2C	1%	0%	37%[activator]	7%	0%	i	i	-6%	-5%	6.6%	8%
CCCc1nnc(SCC(=O)N2CCCC(C)C2)n1CCCOC (stereo not given)	-3%	-1%	-13%	3%	0%	u	i	-4%	4%	x	5%
CCOC(=O)N1CCN(C(=O)c2ccc(Cl)c(S(=O)(=O)Nc3ccccc3)c2)CC1	-5%	1%	4%	2%	-2%	i	i	-2%	-17%	-1.0%	-9%
CCOC(=O)C1CCN(C(=O)c2cc3cc4cc(OC)ccc4nc3o2)CC1	3%	-5%	-11%	u	-4%	i	i	-3%	3%	-2.6%	-7%
O=C(NCCN1CCCC1)C1CC(=O)N(C2CCCCC2)C1 (stereo not given)	-7%	0%	-7%	-6%	-8%	u	i	-4%	10%	-4.2%[0.369 µM]	-8%
CCS(=O)(=O)N1CCC(C(=O)NCCc2ccccc2)CC1	3%	0%	0%	4%	-7%	i	i	0%	-6%	-1.4%	-6%
CC1(C)CC(=O)C2=C(C1)Oc1ncn3nc(-c4cccnc4)nc3c1C2c1ccccc1 (stereo not given)	-4%	1%	15%	1%	-2%	i	i	-4%	16%	0.3%	9%
COc1ccc(CC(=O)Nc2cc(C)ccn2)cc1	-24%	-1%	2%	-16%	6%	i	i	-1%	-2%	-3.6%	9%
NC(=O)c1cccc([N+](=O)[O-])c1	-1%	x	0%	-13%	7%	x	x	-1%	4%	0.8%	3%
O=C(CN1C(=O)C2C3C=CC(C3)C2C1=O)Nc1ccc2nccnc2c1 (stereo not given)	-3%[2.3 µM]	1%	20µM*	0%	-22%	x	x	0%	3%	0.9%	-2%
O=C(COn1nnc2ccccc21)NCC1CCCCC1	-4%	-4%	-1%	u	28%	u	i	-1%	-6%	-3.1%	u
COc1cccc(CNC(=O)CCS(=O)(=O)c2cccc3nsnc23)c1	-4%	0%	1%	-3%	-4%	i	i	-2%	21%	-1.0%	9%
COc1ccc(-c2cc3ccc(OCc4nn[nH]n4)cc3oc2=O)cc1	25%	3.2µM*	3.2µM*	u	14%	i	i	-3%	-2%	0.7%[57.5 µM]	1%
CCC(Cl)CC(Cl)C(Cl)C(Cl)C(Cl)C(C)Cl (stereo not given)	32µM*	x	-1%	u	-4%	x	x	-6%	64%[activator]	-0.8%	-2%
N[C@H](C(=O)O)c1cccc(O)c1	-5%&-4%	-3%&-1%	6%&3%	-9%&-2%	u	x	x	-4%&-1%	-3%&13%	x	-14%&-7%[25.6 µM]
Cc1cccc(NC(=O)CCCCCN2C(=O)c3ccccc3C2=O)n1	2%	0%	-4%	5%	3%	u	i	2%	-16%	-1.3%	-2%
COc1cccc(Nc2ncc3nc(C)c(=O)n(-c4ccccc4)c3n2)c1	-3%	-1%[11.4 µM]	10%	u	-13%	i	i	0%	1%	-0.2%	3%

Not all compounds are listed; rates above refer to the full screens.
